Screening results from PubChem.
DDE Tn6 FP inh: DD(E)-Tn6 binding inhibition, primary FP screen; inhibition, % at 8.3 µM; AID 720509; P02675; 370,000 tested, 0.21% active; Fibrin DD(E) TRITC-Tn6 fluorescence polarization displacement;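 active = inhibition above a per-campaign cutoff: mean of compounds within control limits plus 3 SD, cut at about 15% in these data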;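 also: 0% = median of all compound wells on the plate and 100% = blocking peptide control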
Target sequence (P02675 whole entry, looked up): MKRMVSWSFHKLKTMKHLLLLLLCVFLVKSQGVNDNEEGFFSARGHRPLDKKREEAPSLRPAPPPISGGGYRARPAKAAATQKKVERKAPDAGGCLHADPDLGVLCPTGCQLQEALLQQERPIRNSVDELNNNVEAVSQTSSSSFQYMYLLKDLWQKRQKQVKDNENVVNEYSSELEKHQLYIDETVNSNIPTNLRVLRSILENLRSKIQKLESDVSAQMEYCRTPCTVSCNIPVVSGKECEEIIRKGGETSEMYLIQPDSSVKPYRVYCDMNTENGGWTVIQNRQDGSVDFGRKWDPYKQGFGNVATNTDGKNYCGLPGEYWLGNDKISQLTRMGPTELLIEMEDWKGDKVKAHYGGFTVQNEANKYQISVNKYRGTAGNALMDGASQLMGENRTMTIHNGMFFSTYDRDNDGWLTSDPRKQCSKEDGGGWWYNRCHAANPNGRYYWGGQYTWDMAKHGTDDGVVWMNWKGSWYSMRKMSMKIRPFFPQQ
SIAE primary: blocks human sialic acid acetylesterase; AID 1053197; inhibition, % at 9.66 µM; SIAE FP-Rh probe binding, fluorescence polarization; 370,000 tested, 0.69% active; Q9HAT2;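 active = inhibition above a cutoff: mean of compounds within the control limits plus 3 SD of those, cut at about 17% in these data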;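 also: 0% = plate median of compound wells and 100% = probe without SIAE protein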
PLCb3 inh: blocks human PLC-beta3 enzyme activity | Q01970 | Purified PLC-beta3, fluorogenic substrate, fluorescence | inhibition, % at 12.2 µM | 370,000 tested, 0.18% active | AID 720704; in the data active = inhibition above about 11%;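 also: 0% = median of compound wells on plate and 100% = full blocker control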
PLCg1 inh: inhibitors of human phospholipase C gamma1; P19174; purified PLC-gamma1, fluorogenic substrate, fluorescence; inhibition, % at 12.2 µM; 370,000 tested, 0.84% active; AID 720700; in the data active = inhibition above about 9.5%
TDP2 inh: blocks human TDP2 phosphodiesterase activity; O95551; AID 720702; inhibition, % at 12.8 µM; recombinant TDP2, T5PNP hydrolysis, p-nitrophenol absorbance 415 nm; 370,000 tested, 0.34% active;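 active = inhibition above the mean of all tested compounds plus 3 SD, set per campaign, cut at about 25% in these data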;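 also: 0% = DMSO with enzyme and 100% = buffer with substrate but no TDP2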
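test system = human TDP2 enzyme | input = TDP2 enzyme at 120 nM final | medium = 50 mM Tris-HCl pH 7.5 with Mg2+, KCl, DTT, BSA | also added = T5PNP substrate, 5 mM | times = 2 h at 37 °C | technique = epi absorbance | benchmarks = high control without enzyme, low control DMSO plus TDP2 | replication = each compound tested once, singlicate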
ASAP1 inh: ASAP1 ArfGAP inhibition. inhibition, % at 16.5 µM. ASAP1-stimulated ARF1 GTP hydrolysis, GDP FP detection. 360,000 tested, 0.19% active. Q9ULH1; in the data active = inhibition above about 25%;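 also: 0% = vehicle with enzyme and substrate and 100% = no enzyme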
Target sequence (Q9ULH1 325-724 limits assumed): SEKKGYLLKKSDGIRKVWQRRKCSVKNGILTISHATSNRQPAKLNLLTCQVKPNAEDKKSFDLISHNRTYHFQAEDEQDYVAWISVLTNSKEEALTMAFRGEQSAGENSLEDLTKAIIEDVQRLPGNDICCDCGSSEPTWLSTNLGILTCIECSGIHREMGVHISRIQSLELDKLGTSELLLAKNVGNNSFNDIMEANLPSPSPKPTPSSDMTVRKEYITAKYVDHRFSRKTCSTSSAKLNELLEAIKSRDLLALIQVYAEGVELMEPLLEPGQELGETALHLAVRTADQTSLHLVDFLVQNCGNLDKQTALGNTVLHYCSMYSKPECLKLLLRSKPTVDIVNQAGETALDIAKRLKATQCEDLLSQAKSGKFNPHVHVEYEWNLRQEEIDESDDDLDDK
Tn7 DDE FP: inhibitors of Tn7 peptide binding to human fibrin DD(E); 370,000 tested, 0.13% active; FP displacement of FITC-Tn7 peptide from fibrin DD(E); 0% = median of compound wells per plate; inhibition, % at 8.3 µM; P02675;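 active = inhibition above the mean of compounds falling within the control limits plus 3 SD of them, cut at about 14% in these data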;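 also: 0% = plate median of compound wells and 100% = 10 µM Aha-Tn7 peptide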
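Assay system: Fibrin-DD(E) protein isolated from polymerized human fibrin clots; read-out basis: percent inhibition; medium: Tris/NaCl/CaCl2 buffer, pH 7.8; signal: FP measurement; incubation: 10 min plus 3 h, room temperature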
ADAM17 inh: inhibits human ADAM17; P78536; recombinant ADAM17, EDANS/DABCYL FRET peptide cleavage; inhibition, % at 6.95 µM; 370,000 tested, 0.83% active; AID 720648;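 active = inhibition above the mean of compounds lying between control limits plus 3 SD, set per campaign, cut at about 8.5% in these data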;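 also: 0% = DMSO-only wells as the low control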
ARFGAP1 inh: inhibits rat ARF GTPase activating protein 1 | AID 651572 | 360,000 tested, 0.26% active | Arfgap1-stimulated ARF1 GTP hydrolysis, GDP FP detection | Q62848 | inhibition, % at 16.5 µM;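 active = inhibition above a per-plate limit, mean inhibition of low control wells plus 3 SD, cut at about 25% in these data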;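 also: 0% = DMSO wells with enzyme and 100% = wells lacking Arfgap1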
Target sequence (Q62848 1-136 limits assumed): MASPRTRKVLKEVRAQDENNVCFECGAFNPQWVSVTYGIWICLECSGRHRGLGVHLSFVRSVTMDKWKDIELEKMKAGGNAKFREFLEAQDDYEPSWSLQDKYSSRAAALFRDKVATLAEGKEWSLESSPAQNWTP
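Assay system: purified rat His6-Arfgap1 residues 1-136 (GAP domain); Reagent: human Δ17 ARF1 bound to GTP; Dosing: 16.5 µM single point, 1.26% DMSO; Times: GTP hydrolysis reaction 2 h at 25 °C; Signal: FP, GDP Alexa 633 tracer displaced from anti-GDP antibody, 620/688 nm; Measure: % inhibition from polarization.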
ADAM10 inh: inhibits human ADAM10; O14672; recombinant ADAM10, EDANS/DABCYL FRET peptide cleavage, 3 h; inhibition, % at 7 µM; 370,000 tested, 0.62% active; AID 720582;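 active = inhibition above a per-campaign cutoff equal to the mean of compounds falling between control-based bounds plus 3 SD, cut at about 20% in these data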;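 also: 0% = DMSO wells while the 100% control is not disclosed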
* marks the source's active call; other numbers are inactive results.

item	DDE Tn6 FP inh	PLCg1 inh	TDP2 inh	ADAM10 inh	SIAE primary	ASAP1 inh	Compound	Tn7 DDE FP	ARFGAP1 inh	PLCb3 inh	ADAM17 inh
1	-5	4	-6	14	-2	10	CN(C)CC[n+]1ccc(C(=O)c2ccccc2)cc1	-9	9	-4	0
2	-2	0	0	-3	-5	-6	O=C(Cc1ccc(S(=O)(=O)N2CCOCC2)s1)Nc1ccccc1Br	0	-4	-8	-4
3	2	4	4	6	0	-16	CCCCNC(=O)Nc1nnc(C(C)(C)C)s1	10	-6	-4	1
4	-12	2	-13	-1	-5	7	O=C(CN(C(=O)c1ccc(Cl)cc1)C1CCCCC1)Nc1ccc(Cl)c([N+](=O)[O-])c1	5	0	5	-3
5	5	-1	3	-15	-2	-3	Cc1ccc2c(c1)C(=C(C#N)C#N)C(=O)N2CCN1CCOCC1	-4	1	-9	-2
6	-1	-3	-5	-1	7	3	CCOC(=O)c1ccc2[nH]c3c(c2c1)CCCC3O (configuration not stated)	8	9	-5	0
7	-2	-23	-3	-12	10	1	CC(=O)C1=C(O)C=C(c2ccco2)CC1c1ccco1 (configuration not stated)	3	12	-35	-4
8	0	8	-13	8	3	9	CC(C)c1ccc(OCC(O)Cn2cnc3ccccc32)cc1 (configuration not stated)	-7	8	7	2
9	-1	0	1	-2	5	0	O=C(Nc1c(C(=O)N2CCOCC2)cnn1-c1ccccc1Cl)c1ccco1	-5	10	6	-3
10	9	1	0	-7	4	2	Cc1cccc(NC(=O)CC2CCC2)c1	0	-5	-3	-6
11	0	-1	-2	9	-5	12	CC(C)CC(=O)Nc1ccc(C(=O)CN2C(=O)NC3(CCOc4ccccc43)C2=O)cc1 (configuration not stated)	-2	6	3	0
12	2	-1	3	-1	-1	2	CC(C)NC(=S)N(CCc1ccncc1)C(C)C	6	-1	-10	-5
13	-2	4	2	6	-1	21	COCCCNC(=O)CN(c1cc([N+](=O)[O-])ccc1OC)S(C)(=O)=O	0	2	5	-1
14	2	-2	-2	3	-77	11	Cc1ccc(C)c(NC(=O)C(OC(=O)c2ccc(NC(=O)CC#N)cc2)c2ccccc2)c1 (configuration not stated)	7	2	-10	-1
15	-8	5	-13	9	3	-18	COc1ccc(-c2csc3ncnc(N4CCN(c5ccc(OC)cc5)CC4)c23)cc1	-3	5	-2	-3
16	-7	-17	0	-200	0	5	CC1(C)C2CCC1(C)C(OC(=O)C[n+]1ccccc1N)C2 (configuration not stated)	-4	10	-36	-62
17	-4	-23	-5	-29	1	-1	O=C(O)C1C=Cc2ccccc2N1C(=O)c1ccccc1 (configuration not stated) (tested in a mixture with another compound)	-1	5	-35	-5
18	-2	2	-4	-3	-4	-11	COc1ccc(CC(=O)Nc2nccs2)cc1S(=O)(=O)N1CCOCC1	1	10	-4	-2
19	2	4	6	-14	-1	3	Cc1cc2c(=O)n(C)c(SCC(=O)Nc3ccc(F)cc3)nc2s1	4	3	-8	1
20	-5	-2	11	-7	3	-5	NS(=O)(=O)c1ccc(CNC(=O)NC2(c3ccccc3)CC2)cc1	-2	-2	3	1
21	-1	0	10	6	-12	-9	CCOC(=O)C(=N/O)/C(C)=N/NC(=O)C(=O)Nc1ccc(Cl)cc1	9	5	-10	-4
22	12	-1	2	11	-1	4	Cc1cccc(NC(=O)CCSc2nnc(Cc3ccccc3)o2)c1	6	10	2	4
23	-3	2	-10	0	-1	12	Cc1nn(C)c(C)c1Nc1ccc(N2C(=O)C3CC=CCC3C2=O)cc1[N+](=O)[O-] (configuration not stated)	1	-3	-6	-2
24	-1	7	-12	7	-3	12	FCCCOc1ccc(/C=N/OCc2c(Cl)cccc2Cl)cc1	5	-3	8	2
25	-1	5	-9	6	-4	-2	COc1ccc(OC)c(CNC(=O)c2nn(C)c3c2CS(=O)(=O)c2ccccc2-3)c1	-5	3	-1	6
26	0	-5	-3	-13	-21	5	Cc1cccc(-c2ccc3ncnc(NCc4cccs4)c3c2)c1	1	5	-5	-5
27	-1	1	4	1	0	-3	O=[N+]([O-])c1cc([N+](=O)[O-])c(Oc2cccc(Cl)c2Cl)cc1NN1CCCCC1	5	4	-1	-3
28	5	-70	9	2	-1	-1	O=C(NCCO)/C(=C\c1ccc(Br)cc1)NC(=O)c1cccs1	5	-6	-75	-3
29	8	1	1	-6	-23	-1	COc1ccccc1CNc1nc2cc(-c3ccccc3C)sc2c(=O)n1C	2	-1	-2	4
30	-2	-4	3	-6	0	12	COc1ccc(/C=C2\SC(N3CCc4ccccc4C3)=NC2=O)cc1	-8	0	-9	3
31	-3	-1	9	-3	7	12	COc1ccc(C)c(-n2c(=O)n(Cc3ccccc3)c(=O)c3[nH]cnc32)c1	0	0	3	-3
32	0	-1	8	3	2	-1	O=S(=O)(c1cccs1)N1CCCc2cccc(O)c21	3	3	0	-1
33	-1	-30	1	-14	-10	1	Cc1cc(-c2cc(-c3ccccc3)on2)nc(NC2CCCC2)n1	8	7	-49	-5
34	-6	-3	-16	1	-5	10	S=c1oc(-c2ccncc2)nn1CCc1ccncc1	-2	-7	-1	-1
35	-9	0	0	-8	1	8	COC(=O)c1cc2c(ccn2-c2ccc(F)cc2)n1CC(C)C	-12	8	-5	-4
36	8	3	-7	-10	-4	-6	O=[N+]([O-])c1ccccc1S(=O)NCc1c(Cl)cccc1Cl (configuration not stated)	3	8	3	0
37	2	-2	5	-7	1	-6	CC(=O)Nc1cccc(OCc2ccc([N+](=O)[O-])cc2)c1	-4	-5	2	-3
38	-11	-45	-27	8	4	0	CCCN(CC(=O)Nc1ccccc1OC)C(=O)c1ccc2[nH]c3c(c2c1)CC(C)CC3 (configuration not stated)	-12	-3	-61	13*
39	-11	1	4	6	1	-13	O=C(COc1cccc2cccnc12)NNC(=O)Nc1ccccc1	-4	-1	0	-3
40	-9	4	-2	-4	-3	11	O=C(COC(=O)C1=COCCO1)Nc1ccccc1	4	3	-7	-12
41	3	1	3	1	-4	-7	O=[N+]([O-])c1ccc(CSc2ncnc3c2ncn3[C@@H]2O[C@H](CO)[C@@H](O)[C@H]2O)cc1	-9	10	2	-3
42	-2	2	-1	2	-6	9	Cc1ccc(NC(=S)Nc2ccc(OC(F)F)c(Cl)c2)cc1F	-2	-3	3	-2
43	-3	2	-5	-3	-6	1	CC(=O)N1CCN(C(=O)COc2ccc(Br)cc2)CC1	8	-4	2	-5
44	7	-10	-11	-66	0	2	CCC(CC)C1=NN2C(=N)/C(=C/c3ccc(OC(=O)c4ccco4)cc3)C(=O)N=C2S1	0	8	-24	-20
45	-3	0	10	-1	-3	-2	O=C(COC(=O)c1ccc([N+](=O)[O-])s1)NCc1ccccc1	-5	10	3	0
46	-10	-1	-3	1	-4	-5	Cc1ccc(CN(Cc2ccco2)C(=S)Nc2ccccc2C)cc1	-11	2	-3	-1
47	0	3	-5	0	-3	4	CCN1C(=O)C(=O)N(CC(=O)N2CCC(C)Sc3ccccc32)C1=O (configuration not stated)	-4	-13	-1	-5
48	-2	8	-1	-1	3	-4	O=C(NCc1cc(C(F)(F)F)cc(C(F)(F)F)c1)C1CC(c2cccc(F)c2)=NO1 (configuration not stated)	6	1	4	0
49	-6	-14	-3	-7	9	8	O=C(/C=C/Nc1ccc(F)c(F)c1)c1cccs1	0	7	-18	-1
50	5	3	0	-2	5	10	O=C(CCCn1c(=S)[nH]c2ccsc2c1=O)NC1CCCCC1	3	-1	-2	1
51	4	-3	3	-3	-5	7	O=C(NCc1nnc(SCC(=O)N2CCCC2)o1)c1cccc(C(F)(F)F)c1	-3	-11	-7	1
52	-2	5	-10	10	8	-2	Cc1cc(C)n(-c2nnc(C)n2NC(=O)c2cccc(Cl)c2)n1	10	-7	5	3
53	-10	0	8	-3	-4	2	O=C(NC12CC3CC(CC(C3)C1)C2)C1CCCN1C(=O)Nc1ccccc1 (configuration not stated)	7	10	-7	-1
54	3	1	0	7	-7	-13	CC1CCN(CC(C)OC(=O)c2ccco2)CC1 (configuration not stated)	1	3	-1	0
55	-6	2	11	2	5	0	O=C(O)c1ccccc1C(=O)NNc1ccc(Cl)cc1Cl	3	-6	5	-1
56	-6	-14	8	-8	-3	-10	Cc1ccc2ncnc(Nc3ccccc3)c2c1	9	6	-30	-6
57	-6	0	-9	1	-6	-2	CCn1nc(C(=O)Nc2ccccc2C)c(Cl)c1Cl	-4	8	3	-6
58	-1	-2	2	-7	3	7	COc1ccc(/C=C/C(=O)OCC(=O)N2c3ccccc3CC2C)cc1 (configuration not stated)	6	4	-2	-1
59	-1	-1	0	-2	1	3	CCCCNC(=O)c1onc(CSc2ccccc2)c1C(=O)O	4	-10	-4	6
60	1	-27	4	-7	-9	2	CCSc1nc(N)nc(-c2cccs2)c1C#N	0	10	-40	2

3 entries picked at random from the list so far:
item	DDE Tn6 FP inh	PLCg1 inh	TDP2 inh	ADAM10 inh	SIAE primary	ASAP1 inh	Compound	Tn7 DDE FP	ARFGAP1 inh	PLCb3 inh	ADAM17 inh
51	4	-3	3	-3	-5	7	O=C(NCc1nnc(SCC(=O)N2CCCC2)o1)c1cccc(C(F)(F)F)c1	-3	-11	-7	1
56	-6	-14	8	-8	-3	-10	Cc1ccc2ncnc(Nc3ccccc3)c2c1	9	6	-30	-6
57	-6	0	-9	1	-6	-2	CCn1nc(C(=O)Nc2ccccc2C)c(Cl)c1Cl	-4	8	3	-6

Additional entries.
item	DDE Tn6 FP inh	PLCg1 inh	TDP2 inh	ADAM10 inh	SIAE primary	ASAP1 inh	Compound	Tn7 DDE FP	ARFGAP1 inh	PLCb3 inh	ADAM17 inh
61	4	0	-6	-11	-1	-11	CCOC(=O)N1CCN(C(=O)COc2cccc3c2CCN(Cc2ccccc2F)C3=O)CC1	1	8	-2	-1
62	5	-3	-10	-9	-3	-1	Cc1cnn(-c2nc(-c3cccs3)cc(C(F)(F)F)n2)c1	0	-3	-6	-4
63	0	0	1	-1	0	-9	COc1ccc(CC(=O)N2CCN(c3ccccc3OC)CC2)cc1OC	-3	7	-6	-3
64	0	0	12	0	-4	0	CCNC(=S)N1CCC(C(N)=O)CC1	-2	-3	-3	-3
65	9	-25	10	-16	14	-2	CN(C)N1C(N)=C(C#N)C(c2cccc(Cl)c2)C2=C1CCCC2=O (configuration not stated)	6	9	-35	-1

Single records, as listed above. Order of values: DDE Tn6 FP inh	PLCg1 inh	TDP2 inh	ADAM10 inh	SIAE primary	ASAP1 inh	Tn7 DDE FP	ARFGAP1 inh	PLCb3 inh	ADAM17 inh
Cc1cnn(-c2nc(-c3cccs3)cc(C(F)(F)F)n2)c1 is entered as 5	-3	-10	-9	-3	-1	0	-3	-6	-4
CN(C)N1C(N)=C(C#N)C(c2cccc(Cl)c2)C2=C1CCCC2=O (configuration not stated) is entered as 9	-25	10	-16	14	-2	6	9	-35	-1
COc1ccc(CC(=O)N2CCN(c3ccccc3OC)CC2)cc1OC is entered as 0	0	1	-1	0	-9	-3	7	-6	-3

Outcome played no part in choosing rows; any-hit rate near 3.6%.
